Bioassay records deposited in PubChem by The Scripps Research Institute Molecular Screening Center.
M1 ag: human M1 muscarinic receptor agonists, primary screen, Fluo-8 calcium fluorescence, CHO-K1 cells, HTS; Muscarinic acetylcholine receptor M1 (Homo sapiens), P11229; CHO-K1 hM1, agonist mode; 0% DMSO, 100% acetylcholine EC100; activation, % at 3 µM; hit rate 0.33% among 360,000; AID 588814, 2011;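 active = activation above the run's mean compound activation plus 3 SD, cut at about 16% in these data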;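 also: peak over basal fluorescence ratio within a 140 s kinetic read after compound addition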
CHO-K1 Ca ag: counter-screen for M1 agonists: effect in parental CHO-K1 cells. Fluo-8 calcium fluorescence; scaled to maximal ATP response, vehicle zero. activation, % at 3 µM. hit rate 0.48% among 360,000; in the data active = activation above about 15%;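 also: untransfected CHO-K1 host cells lacking M1 receptor as counterscreen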
TAAR1 agonist: human TAAR1 agonists, primary screen, Fluo-8 calcium fluorescence, CHO RD-HGA16 cells; Trace amine-associated receptor 1 (Homo sapiens), Q96RJ0; vehicle wells 0%, saturating PEA agonist 100%; activation, % at 3 µM; hit rate 0.99% among 360,000; AID 624467, 2012;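 active = activation above the mean activation of all test compounds in the run plus 3 SD, cut at about 38% in these data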
Target sequence (Q96RJ0 whole entry, looked up): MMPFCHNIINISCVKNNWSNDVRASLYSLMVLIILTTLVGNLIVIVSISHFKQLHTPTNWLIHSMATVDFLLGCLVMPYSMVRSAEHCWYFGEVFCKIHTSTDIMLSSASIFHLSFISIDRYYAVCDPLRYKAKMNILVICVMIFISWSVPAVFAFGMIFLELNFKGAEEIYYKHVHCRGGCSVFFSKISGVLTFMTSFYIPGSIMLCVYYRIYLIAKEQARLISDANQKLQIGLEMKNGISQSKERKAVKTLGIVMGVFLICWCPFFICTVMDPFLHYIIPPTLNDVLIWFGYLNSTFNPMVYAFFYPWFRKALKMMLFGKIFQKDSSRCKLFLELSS
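Repeats: no replicates (n 1) | Material: CHO-derived RD-HGA16 cells with stable Gα16 and human TAAR1 | Technique: Kinetic Fluo-8 calcium fluorescence | Schedule: 17-24 h seeding, 75 min 37 °C dye, 30 min RT | Evaluation: % activation from peak over basal fluorescence ratio, DMSO-to-PEA scaled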
CHRM1 antagonist: human M1 muscarinic receptor antagonists, primary screen, CHO-K1 cells, Fluo-8 calcium fluorescence, 1536-well; Muscarinic acetylcholine receptor M1 (Homo sapiens), P11229; CHO-K1 hM1, ACh EC80 antagonist; inhibition, % at 3 µM; hit rate 1.3% among 360,000; AID 588852, 2011;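 active = percent inhibition above its own plate's cutoff, namely the mean of that plate's compound wells plus 3 SD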;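 also: peak over basal fluorescence ratio during 140 s after agonist addition; 0% = ACh EC80 plus DMSO and 100% = DMSO alone without agonist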
TAAR1 antag: human TAAR1 antagonists, primary screen, Fluo-8 calcium fluorescence, CHO RD-HGA16 cells | Trace amine-associated receptor 1 (Homo sapiens), Q96RJ0 | antagonist | inhibition, % at 3 µM | hit rate 1.5% among 360,000 | AID 624466, 2012;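 active = inhibition above a per-plate cutoff, the mean inhibition of test compounds on that plate plus 3 SD, cut at about 49% in these data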;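 also: 0% = DMSO plus EC80 beta-PEA response and 100% = DMSO alone without agonist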
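test system = CHO RD-HGA16 cells bearing hTAAR1 | replication = singlicate | controls = DMSO-only wells and EC80 β-PEA-stimulated wells | reagent = EC80 β-phenethylamine stimulus | read-out basis = percent inhibition of PEA-evoked calcium signal, max/basal emission ratio | schedule = seeding 17-24 h prior, 75-min 37 °C, 30-min RT dye loading | signal = kinetic Fluo-8 calcium fluorescence measurement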
CHO parental Ca: ATP-evoked calcium signal inhibitors, parental CHO, primary screen, counter-screen for OX1R antagonist project, cell-based, fluorescence, Fluo-8 calcium dye. hit rate 0.63% among 330,000. parental CHO-K1, ATP-induced calcium, Fluo-8 fluorescence. inhibition, % at 5.6 µM;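 active = inhibition above that plate's mean sample inhibition plus 3 SD, cut at about 26% in these data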;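 also: 0% = ATP-challenged DMSO wells and 100% = DMSO wells without ATP; some compounds past the cut are filed as inactive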
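Test system: untransfected parental CHO cell line. Compound: one dose, 5.6 µM nominal. Detection: intracellular calcium via Fluo-8 no-wash fluorescent dye. Measure: % inhibition. Benchmarks: ATP-challenged DMSO wells low, unchallenged DMSO wells high.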
CHO-K1 Ca antag: nonselective inhibitor or artifact in parental CHO-K1 cells. inhibition, % at 3 µM. hit rate 0.6% among 360,000. ATP-induced calcium, Fluo-8 fluorescence;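 active = inhibition above a per-plate cutoff, the plate's mean sample inhibition plus 3 SD, cut at about 24% in these data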;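 also: 0% = DMSO plus EC80 ATP and 100% = DMSO alone without ATP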
OXTR potentiator: human OXTR potentiators, primary screen, fluorescence, CHO-OTR cells, Fluo-8 calcium; Oxytocin receptor (Homo sapiens), P30559; Fluo-8 calcium fluorescence, potentiator mode; 0% = oxytocin EC15, 100% = EC100; activation, % at 3 µM; hit rate 0.061% among 320,000; AID 2445, 2010;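 active = activation above that plate's cutoff, the mean activation of tested compounds plus 3 SD, cut at about 6.6% in these data, passing the limit was not always enough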;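 also: 100% uses oxytocin at 75 nM as the full agonist control; some results filed as inactive read as strong as hits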
Target sequence (P30559 whole entry, looked up): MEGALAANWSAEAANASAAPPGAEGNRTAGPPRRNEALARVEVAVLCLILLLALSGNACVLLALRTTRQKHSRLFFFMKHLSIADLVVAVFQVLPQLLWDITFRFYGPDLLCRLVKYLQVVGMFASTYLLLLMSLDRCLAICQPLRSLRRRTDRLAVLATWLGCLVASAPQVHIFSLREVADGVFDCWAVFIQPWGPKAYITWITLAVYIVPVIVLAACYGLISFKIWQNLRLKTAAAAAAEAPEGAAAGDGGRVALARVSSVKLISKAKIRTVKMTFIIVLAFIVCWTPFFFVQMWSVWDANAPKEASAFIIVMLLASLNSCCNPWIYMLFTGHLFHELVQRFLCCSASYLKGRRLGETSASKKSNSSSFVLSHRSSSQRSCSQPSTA
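assay system = CHO-OTR cells, human receptor | schedule = compound 6 min at room temperature before oxytocin, 100 s read | detection = Fluo-8 intracellular calcium fluorescence, ex 470-495, em 515-575 nm | evaluation = normalized max/min fluorescence ratio, % activation | control set = EC15 oxytocin alone as 0%, 75 nM oxytocin (EC100) as 100%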
CHO-K1 Ca PAM: nonselective calcium activators in parental CHO-K1 cells, primary screen, counter-screen for M1 PAM project, cell-based, Fluo-8 calcium fluorescence, full deck, 1536-well. activation, % at 3 µM. hit rate 0.02% among 360,000. AID 602247, 2012. ATP EC20; 0% at ATP EC20, 100% at ATP max;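 active = activation above the run cutoff, the mean activation of all test compounds plus 3 SD, cut at about 40% in these data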;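 also: peak over basal fluorescence ratio in a 140 s read after ATP addition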
An asterisk follows results filed as active; . = no result given.

Values run as follows: M1 ag	CHO-K1 Ca ag	TAAR1 agonist	CHRM1 antagonist	TAAR1 antag	CHO parental Ca	CHO-K1 Ca antag	OXTR potentiator	CHO-K1 Ca PAM
- CCCCNC(=O)OCCNC(=O)NC
 : -3	0.3	10	-8	0	-16	-2	-3	15
- Cc1ccc(CCNC(=O)CN2C(=O)COc3ccc(S(=O)(=O)N4CCCCC4)cc32)cc1
 : -6	-0.9	-2	-8	1	-24	-18	-6	-8
- Cc1ccc(C(C)C)c(OCC(=O)Nc2ccc3c(c2)nc(CN2CCCC2)n3C)c1
 : -4	0.5	12	-2	8	-28	-4	-8	7
- O=c1ccccn1CCOc1ccc(Cl)cc1
 : -4	0.9	0	-12	-33	-21	-3	-5	7
- CC1CN(c2nc3c(c(=O)[nH]c(=O)n3C)n2Cc2ccccc2F)CC(C)O1 (stereo not given)
 : -2	0.6	16	1	6	0	-8	-7	25
- CCCc1nc(C)c(-c2ccc(OC)c(OC)c2)c(=O)[nH]1
 : -2	-0.2	3	-4	6	9	14	-6	-9
- O=C(CCC(=O)N1CCOCC1)NCCc1ccccc1
 : -5	0.1	39*	6	63*	-6	0	0	-12
- CCOc1ccc(NC(=O)CN(C)C(=O)c2cccnc2Sc2ccccc2Cl)cc1OCC
 : -4	10	-1	-4	13	-2	14	3	0
- Cc1cc(C)c2c(-n3cccc3)nn(C)c2n1
 : -5	0.2	1	-31	-8	-24	-12	-13	19
- O=C(NNC(=S)Nc1cccc(Cl)c1)c1ccccc1OC(F)F
 : 0	4.8	5	5	1	-10	3	-6	1
- Cc1ccc(Cl)cc1NC(=S)Nn1cnnc1
 : -1	0.7	2	-8	-12	-7	-4	2	15
- CC(=O)Nc1ccc(S(=O)(=O)N2CCCN(S(=O)(=O)c3ccc(NC(C)=O)cc3)CC2)cc1
 : -5	0.3	3	3	-13	10	-11	-1	15
- Nc1ccn([C@@H]2O[C@H](CNCc3cc(Cl)ccc3OCc3ccc(Cl)cc3)[C@@H](O)[C@H]2O)c(=O)n1
 : -3	-0.4	3	-16	-3	.	13	.	-12
- Cc1ccc2[nH]c3c(=O)n(Cc4ccncc4)cnc3c2c1
 : -5	0.3	-3	-6	-2	-14	-2	-9	19
- COc1ccc(CCNC(=O)c2cc(C(C)C)on2)cc1OC
 : -2	1.4	0	-7	-14	-3	-7	0	17
- O=C(COC(=O)Cc1ccsc1)NCC1CCCCC1
 : -2	-0.1	12	-10	4	-7	-8	0	10
- Cc1ccc(CN2C(=O)c3ccccc3NC23CCN(Cc2ccccc2)CC3)cc1
 : -2	2.3	14	-7	15	-33	-7	-2	23
- COc1ccc(Cc2noc(-c3ccccc3)n2)cc1OC
 : -5	4.6	2	-3	1	-7	-8	-10	9
- CCCCc1ccc(NC(=O)OC)cc1
 : -6	-0.3	8	-9	1	-8	-4	-3	10
- CCn1c(C)c(C(C)=O)c(N2CCN(c3ccccn3)CC2)nc1=S
 : -14	0.5	5	64*	10	-7	-32	-2	-7
- O=C(O)c1sc2ncccc2c1OCc1ccccc1
 : -3	-0.2	3	-2	14	0	7	0	17
- COc1ccc(-c2csc(Cc3nc(O)cs3)n2)cc1
 : -7	0.5	0	-4	19	-11	-7	-3	12
- O=C(COc1ccc(Br)cc1)NCCCNC(=O)c1ccncc1
 : -2	0.2	-1	-4	11	-8	-4	0	6
- Cc1ccc(CNC(=O)CS(=O)(=O)c2cn(CC(=O)N3CCOCC3)c3ccccc23)cc1
 : -1	-0.4	1	-7	-3	-11	1	-11	-3
- CCOP(=O)(OCC)C(NC(=O)Nc1ccc(Cl)cc1)C(=O)N(CC)CC (stereo not given)
 : -4	1.0	12	-1	4	-7	0	-13	4
- Cc1c(C)n(CC(O)CN2CCCCCC2)c2ccccc12 (stereo not given)
 : -6	0.2	0	-2	-2	-2	-1	-8	3
- COc1cccc(CNC(=O)Cn2c(=O)oc3ccccc32)c1OC
 : -1	5.2	0	-7	3	3	9	-4	12
- CCN(CC(=O)Nc1ccc2c(c1)OCCO2)C(=O)/C=C/c1ccc(F)cc1
 : -3	0.1	-1	-7	17	-13	-18	-7	21
- Cc1c(NS(=O)(=O)c2ccc(S(=O)(=O)c3ccccc3)s2)c(=O)n(-c2ccccc2)n1C
 : -3	0.8	6	-5	-13	-20	-5	-4	7
- CCN(CC)c1ccc(/C=N/O)cc1
 : -5	-0.2	-2	2	-3	10	2	-10	-17

Single records, from the list above. Order of screens: M1 ag	CHO-K1 Ca ag	TAAR1 agonist	CHRM1 antagonist	TAAR1 antag	CHO parental Ca	CHO-K1 Ca antag	OXTR potentiator	CHO-K1 Ca PAM
CCOP(=O)(OCC)C(NC(=O)Nc1ccc(Cl)cc1)C(=O)N(CC)CC (stereo not given) as listed: -4	1.0	12	-1	4	-7	0	-13	4
CCN(CC)c1ccc(/C=N/O)cc1 as listed: -5	-0.2	-2	2	-3	10	2	-10	-17
O=C(COc1ccc(Br)cc1)NCCCNC(=O)c1ccncc1 as listed: -2	0.2	-1	-4	11	-8	-4	0	6

Next section.
Values run as follows: M1 ag	CHO-K1 Ca ag	TAAR1 agonist	CHRM1 antagonist	TAAR1 antag	CHO parental Ca	CHO-K1 Ca antag	OXTR potentiator	CHO-K1 Ca PAM
- Cc1cc(OCCN2CCOCC2)ccc1[N+](=O)[O-]
 : -3	0.6	1	0	-23	14	14	-9	-13
- COC(=O)Nc1ccc(S(=O)(=O)NC2CCS(=O)(=O)C2)cc1 (stereo not given)
 : -1	-0.3	1	-7	9	-3	4	-2	-17
- CN1/C(=C/C(=S)NC(=O)C2CCC2)C(C)(C)c2ccccc21
 : -6	3.2	0	13	-11	1	-4	-16	8
- CCOC=C1SC(=S)N(c2ccccc2OC)C1=O
 : 1	0.9	3	-8	-6	.	6	.	0
- OCC[C@H]1C[C@H](O)[C@@H](O)[C@]2(OCCc3ccccc32)O1
 : -3	0.3	8	1	-15	2	6	-7	-2
- COc1ccc(CCNC(=O)C(=O)NCC2CCCO2)cc1OC (stereo not given)
 : 0	-0.1	12	-29	-11	-7	-15	-4	16
- O=C(NC1CCCN(Cc2ccc(Cl)cc2)C1)C1CCC1 (stereo not given)
 : -10	-0.3	0	-19	14	-16	-1	-7	-18
- COC(=O)c1cc(NCc2ccc3c(c2)OCO3)ccc1N1CCOCC1
 : -5	2.0	2	-4	20	-11	-12	-8	20
- Nn1c(SCC(=O)NCCc2ccc(F)cc2)nnc1C1CCCCC1
 : -3	-0.6	0	-5	9	-2	-11	-2	13
- O=C(OCC(=O)c1c[nH]c2ccccc12)c1cncc(Br)c1
 : -3	2.6	29	3	27	0	2	-10	-2
- CCN1/C(=C/C=C/C=C/C=C/c2sc3ccccc3[n+]2CC)Sc2ccccc21
 : -8	-0.3	-1	0	-9	1	-8	-12	11
- Cc1cc(N/N=C2\CC(C)CC(C)(C)C2)nc2ccccc12 (stereo not given)
 : -1	-0.5	4	18	-15	-24	3	1	-16
- O=C(NN1C(=O)C2C3C=CC([C@@H]2C1=O)C31CC1)c1ccccc1 (stereo not given in full)
 : -3	-0.6	0	-15	-36	-7	-27	1	25
- CCCCOc1cccc(C(=O)NC(=S)Nc2cccnc2)c1
 : -3	1.2	10	11	-1	-22	5	1	-1
- Cc1ccc(/C=N/N=C2/NC(=O)CS2)o1
 : -3	0.6	1	9	-18	-4	-9	-1	-2
- COC(CN(C)C(C(=O)NC1CCCCC1)c1ccccc1)OC (stereo not given)
 : -5	4.5	-2	13	-19	9	-6	0	1
- COc1ccccc1N1CCN(C(=O)CCN2C(=O)c3cccc4cccc(c34)C2=O)CC1
 : -7	3.5	3	0	-7	5	-2	-7	10
- CCN(c1cccc(C)c1)C1C(=O)c2ccccc2N1C(C)=O (stereo not given)
 : -4	0.0	1	-3	3	-8	-2	-13	-3
- Cc1ccc2[nH]c(=O)c(CN(Cc3nnnn3Cc3ccccc3)C3CCCC3)cc2c1
 : -6	2.1	8	17	24	-32	-2	-5	12
- Cc1ccc(C2=NS(=O)(=O)N(C)C(C(=O)NCc3ccc(F)cc3)=C2)cc1
 : -1	1.0	9	3	24	-5	-6	-5	6
- COCCCNC(=O)C[C@H]1C[C@H](C(=O)N2CCCCC2)[C@@]2(CCc3ccccc3)c3[nH]c4cc(CCC(=O)N(C)C)ccc4c3CCN2C1=O
 : -3	-0.5	.	-10	.	-9	-11	.	14
- Nc1ccc(C(=O)C(=O)c2ccccc2)cc1
 : -4	0.4	5	-13	18	5	-6	-3	9
- O=S(=O)(NCc1ccccc1)c1ccc(S(=O)(=O)NCC2CCCO2)cc1 (stereo not given)
 : -3	0.1	1	-5	-5	-10	1	-6	7
- Nn1c(COc2cccc(Cl)c2)nc2ccccc2c1=O
 : -6	25*	0	7	16	-14	2	-8	11
- CCOc1ccc(-c2nnn(CC(=O)Nc3cc(OC)ccc3OC)n2)cc1OCC
 : -1	0.2	8	-17	-18	-9	-20	-2	11
- CCCCCCOc1ccc(C(CC(N)=O)C(=O)O)cc1 (stereo not given)
 : -3	-0.2	15	-7	-26	0	3	-15	-4
- COc1ccc(C(=O)c2ccccc2Cl)cc1OC
 : -7	6.5	2	3	-8	-17	-11	-3	29
- CC(=O)Nc1ccc(-c2ccnc3c2CC(C(=O)NCC2CC2)O3)cc1 (stereo not given)
 : -1	0.5	0	-15	6	.	-5	.	5
- Cc1cc(C=O)c(C)n1-c1sc2c(c1C(=O)O)CCCC2
 : -6	0.3	0	-11	-2	-3	-4	-6	5
- C#CCNc1nc(C)nc2c1nnn2Cc1ccccc1F
 : -4	0.8	12	-1	1	0	-3	-10	11
- CC1(C)CC(=O)c2cc(OCC(=O)N3CCOCC3)ccc2O1
 : -2	0.2	7	-15	-1	-8	2	-14	12
- Cc1ccc(S(=O)(=O)NC(=NC2CCCCC2)c2ccccc2)cc1
 : -4	-0.5	-2	-2	2	-11	-2	-9	-13
